# Compound activity (PubChem BioAssay)
# GC-A act: GC-A stimulated cGMP production enhancers – HEK293 GC-A cells, cGMP TR-FRET, EC30 ANP, primary screen | 0% at EC30 ANP, 100% saturating ANP | activation, % at 10 µM | actives 0.14% (n = 370,000) | AID 1671463, 2021 | Atrial natriuretic peptide receptor 1 (Homo sapiens), P16066; in the data active = activation above about 40%
# SMARCA2 activ: SMARCA2 (BRM) function activators, primary screen, cell-based, luminescence, high throughput | MG213 cells, MMTV-luciferase reporter, dexamethasone, overnight | activation, % at 9.1 µM | actives 1% (n = 370,000); in the data active = activation above about 7.8%;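 note: 0% = vehicle wells and 100% = reference activator wells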
# rCAG RNA binder: binders of r(CAG) RNA repeats, primary screen, biochemical, fluorescence; r(CAG) RNA repeat, TO-PRO-1 dye displacement fluorescence; inhibition, % at 3 µM; actives 1.3% (n = 370,000);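 active = inhibition above the plate cutoff, the mean of all test compounds on that plate plus 3 SD, cut at about 35% in these data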;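 note: 0% = DMSO alone and 100% = 100 µM mitoxantrone as full dye displacement; higher means more dye released from RNA so lower well fluorescence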
# ASAP1 GAP inh: inhibitors of human ASAP1 ArfGAP activity, primary screen, biochemical, fluorescence polarization; Arf-GAP with SH3 domain, ANK repeat and PH domain-containing protein 1 (Homo sapiens), …; actives 0.19% (n = 360,000); ASAP1-stimulated ARF1 GTP hydrolysis, GDP FP detection; inhibition, % at 16.5 µM; in the data active = inhibition above about 25%;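 note: 0% = vehicle with enzyme and substrate and 100% = no enzyme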
# Rev-erbA mod: modulators of Rev-erb alpha DNA binding, primary screen, biochemical, FITC-DNA, fluorescence polarization, uHTS. Nuclear receptor subfamily 1 group D member 1 (Homo sapiens), P20393. Rev-erbα–FITC-DNA binding, 90 min. activity, % at 10 µM. actives 0.79% (n = 370,000);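 active = activity above about 14%, limit read from the data; passing the limit was not always enough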;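 note: 0% = DMSO wells with 35 nM protein and 100% = DMSO wells with 750 nM protein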
# PG9 Ab binder: binders of HIV-1 gp120 antibody PG9, primary screen, biochemical, TR-FRET; HIV-1 gp120 / PG9 antibody interaction; TR-FRET gp120-PG9 antibody binding; inhibition, % at 6.7 µM; actives 0.43% (n = 360,000); in the data active = inhibition above about 8.5%
# ARFGAP1 inh: inhibitors of rat ARFGAP1 GAP activity, primary screen, biochemical, fluorescence polarization, GDP tracer; ADP-ribosylation factor GTPase-activating protein 1 (Rattus norvegicus), Q62848; Arfgap1-stimulated ARF1 GTP hydrolysis, GDP FP detection; inhibition, % at 16.5 µM; actives 0.26% (n = 360,000); AID 651572, 2012;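 active = inhibition above a per-plate limit, mean inhibition of low control wells plus 3 SD, cut at about 25% in these data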;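 note: 0% = DMSO wells with enzyme and 100% = wells lacking Arfgap1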
#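 Repeats: one replicate per compound; assay system: rat Arfgap1 catalytic domain, aa 1-136; times: enzyme reaction 120 min at 25 °C after 20 min preincubation; detection: FP of antibody-bound GDP Alexa 633 tracer, ex 620/em 688 nm; benchmarks: high control wells lacking Arfgap1, low control full reaction with DMSO; reagent: human ARF1(Δ1-17)-GTP substrate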
# HTRA1 inhibitor: HTRA1 serine protease inhibitors, primary screen, biochemical, fluorescence polarization, HTS. Q92743. recombinant HTRA1, FP-rhodamine activity-based probe. inhibition, % at 5.96 µM. actives 0.5% (n = 340,000). AID 504803, 2011; in the data active = inhibition above about 36%;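 note: 0% = enzyme with DMSO and 100% = wells lacking enzyme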
# mABHD4 FP: ABHD4 inhibitors, primary screen, biochemical, fluorescence polarization, mouse | (Lyso)-N-acylphosphatidylethanolamine lipase (Mus musculus), Q8VD66 | actives 0.54% (n = 370,000) | purified mABHD4, FP-Rh probe fluorescence polarization | inhibition, % at 8.92 µM;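 active = inhibition exceeding the mean over every tested compound plus 3 SD, cut at about 30% in these data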;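 note: 0% = plate median of compound wells and 100% = S159A mutant with DMSO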
#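 assay system = mABHD4 protein | compound dosing = single nominal dose of 8.92 µM, 0.89% DMSO final | read-out basis = percent inhibition of probe binding, normalized to plate controls | schedule = Enzyme–compound pre-incubation 45 min, then probe 60 min, both 25 °C | detection = fluorescence polarization, excitation 525 nm, emission 598 nm, BODIPY TMR filters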
# NPR2 activator: human GC-B receptor activators, primary screen, HEK293 GC-B cells, cGMP TR-FRET, EC30 CNP | Atrial natriuretic peptide receptor 2 (Homo sapiens), P20594 | 0% at EC30 CNP, 100% saturating CNP | activation, % at 10 µM | actives 0.11% (n = 370,000) | AID 1920062, 2024;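 active = activation at 10 µM reaching about 35% in either raw or pattern-adjusted values, limit read from the data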
# Target sequence (P20594 whole entry, looked up): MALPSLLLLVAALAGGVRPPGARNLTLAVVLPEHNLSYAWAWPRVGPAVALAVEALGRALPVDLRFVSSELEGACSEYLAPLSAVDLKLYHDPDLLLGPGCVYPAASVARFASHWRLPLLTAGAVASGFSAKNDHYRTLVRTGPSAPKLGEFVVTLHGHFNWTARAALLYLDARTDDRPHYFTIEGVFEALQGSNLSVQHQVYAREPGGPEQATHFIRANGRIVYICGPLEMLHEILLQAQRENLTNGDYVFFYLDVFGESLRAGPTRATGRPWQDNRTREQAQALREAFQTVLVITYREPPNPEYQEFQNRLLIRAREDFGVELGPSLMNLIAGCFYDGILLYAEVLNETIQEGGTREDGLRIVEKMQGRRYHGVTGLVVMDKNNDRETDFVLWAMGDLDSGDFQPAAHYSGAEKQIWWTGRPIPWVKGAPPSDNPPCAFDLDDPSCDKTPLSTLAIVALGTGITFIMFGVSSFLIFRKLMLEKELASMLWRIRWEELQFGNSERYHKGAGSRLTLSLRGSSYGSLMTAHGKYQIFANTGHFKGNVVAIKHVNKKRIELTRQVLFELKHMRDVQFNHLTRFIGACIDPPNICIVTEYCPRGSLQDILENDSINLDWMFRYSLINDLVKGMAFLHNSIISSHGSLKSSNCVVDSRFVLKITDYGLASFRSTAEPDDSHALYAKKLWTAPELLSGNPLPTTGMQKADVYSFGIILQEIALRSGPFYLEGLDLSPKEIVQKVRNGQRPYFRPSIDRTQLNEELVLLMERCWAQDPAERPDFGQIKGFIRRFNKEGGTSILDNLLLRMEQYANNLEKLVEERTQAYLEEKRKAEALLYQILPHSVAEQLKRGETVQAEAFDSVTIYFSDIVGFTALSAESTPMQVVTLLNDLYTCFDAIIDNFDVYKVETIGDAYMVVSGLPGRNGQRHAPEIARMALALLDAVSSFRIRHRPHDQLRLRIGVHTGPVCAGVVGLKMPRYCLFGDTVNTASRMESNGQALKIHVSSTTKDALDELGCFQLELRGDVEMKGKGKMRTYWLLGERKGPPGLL
# * = called active by the depositor; nt = not tested or not shown.
SMILES,GC-A act,SMARCA2 activ,rCAG RNA binder,ASAP1 GAP inh,Rev-erbA mod,PG9 Ab binder,ARFGAP1 inh,HTRA1 inhibitor,mABHD4 FP,NPR2 activator
O=S(=O)(NCCC1CC1(Cl)Cl)c1ccccc1 (configuration not stated),0,-1,1,1,6,-2.4,4,2,1,-2
Cc1ccc(-c2n[nH]c(=S)n2/N=C/c2cccs2)cc1,1,-2,25,-7,0,0.0,-14,-5,1,0
Cc1cccc(C)c1NC(=O)C(c1ccc(Cl)cc1Cl)N1CCCCC1 (configuration not stated),-20,-4,4,-5,-1,1.1,11,-3,-9,-18
COc1ccc(Cl)cc1N1C(=O)CC(Sc2ccccc2N)C1=O (configuration not stated),0,-5,0,-2,-1,-0.1,-1,-10,-2,-4
COc1cc(OC)cc(-c2c(Sc3ccccc3)c3cc(-c4cnc(N5CCOCC5)nc4)ccc3n2C)c1,-4,-3,5,-6,9,0.4,8,nt,3,-1
O=C(CCCOc1ccccc1)N1CCN(S(=O)(=O)c2cccc(F)c2)CC1,2,-2,-1,-7,6,-0.1,2,-2,2,-10
CCc1cc(=O)oc2cc(OCC(=O)OC)c(Cl)cc12,2,-1,-2,3,-7,2.2,5,4,13,-4
COc1ccc(OC)c(NC(=O)Nc2ccc3[nH]ccc3c2)c1,-7,-1,4,-1,-4,-0.2,3,nt,1,-7
CCCCn1c(N)c(N(CC(C)C)C(=O)CN(C)S(=O)(=O)c2ccc(NC(C)=O)cc2)c(=O)[nH]c1=O,-1,-3,1,-5,-6,-3.0,16,1,-10,0
CC(=O)N(C)N(C)c1cc(C)nc(N)n1,1,-2,-2,-15,-1,-0.1,4,6,-3,-2
COC(=O)c1nnn(CC(=O)Nc2cccc(OC)c2)c1C(=O)OC,-1,-4,5,2,5,0.8,5,0,9,1
COc1cccc(NC(=O)CN(C)C(=O)c2ccc(OCc3ccccc3)c(OC)c2)c1,2,-3,-4,-1,-1,3.0,-5,-4,-2,5
Cc1ccc2[nH]cc(C(=O)CCl)c2c1,-3,-2,-2,8,3,-1.1,4,4,-10,2
CCCCc1ccc(S(=O)(=O)NC(=O)C2(C)CCN2C(=O)C/C=C/c2ccccc2)cc1 (configuration not stated),-1,3,58*,3,-8,-2.1,4,nt,15,2
COc1ccccc1C(=O)CN1C(=O)NC2(CCCc3ccccc32)C1=O (configuration not stated),-4,-7,4,-11,-7,2.4,-4,-6,-6,-2
COc1ccccc1NC(=O)Nc1ccc(NC(=O)c2ccccc2O)cc1,3,1,19,15,-4,-2.9,15,-12,-16,2
CC(OC(=O)CNC(=O)c1ccc(Cl)c(Cl)c1)C(=O)N1CCOCC1 (configuration not stated),2,-1,0,-7,2,-0.8,-2,3,1,3
COc1ccc(/C=C/C(=O)NC2CCN(Cc3ccccc3)CC2)cc1OC,-1,-3,-2,6,-2,0.1,-3,-4,-5,-5
CCCc1cc(C(=O)NCc2ccco2)no1,0,1,3,-12,4,-1.4,6,-3,7,4
CN(Cc1ccc2nonc2c1)Cc1nc(CC2CC2)no1,5,-1,-4,12,3,-1.4,-6,-1,-3,4
CC1CCCC(NC(=O)c2cccc(S(=O)(=O)N3CCN(c4ccccc4)CC3)c2)C1C (configuration not stated),1,-3,0,5,-1,-3.0,1,0,2,1
Cc1ccc(NC(=O)CSc2nnc(Cc3ccccc3)c(=O)[nH]2)c(C)c1,3,4,20,3,-9,-1.4,1,-8,1,-2
Cc1cc(NC(=O)C(C)SCC(=O)Nc2ccccc2OC(F)F)no1 (configuration not stated),0,-1,-3,-7,-3,-2.7,0,-1,5,3
C[C@H](CO)N1C[C@H](C)[C@@H](CN(C)C(=O)Nc2ccc(F)cc2)OCc2cnnn2CCCC1=O,-2,-2,0,13,1,-2.8,8,0,-12,5

# An excerpt from above in order of the ASAP1 GAP inh value, descending.
Structure | GC-A act | SMARCA2 activ | ASAP1 GAP inh | Rev-erbA mod | PG9 Ab binder | ARFGAP1 inh | HTRA1 inhibitor | NPR2 activator
COc1ccc(/C=C/C(=O)NC2CCN(Cc3ccccc3)CC2)cc1OC | -1 | -3 | 6 | -2 | 0.1 | -3 | -4 | -5
CC1CCCC(NC(=O)c2cccc(S(=O)(=O)N3CCN(c4ccccc4)CC3)c2)C1C (configuration not stated) | 1 | -3 | 5 | -1 | -3.0 | 1 | 0 | 1
CCCc1cc(C(=O)NCc2ccco2)no1 | 0 | 1 | -12 | 4 | -1.4 | 6 | -3 | 4

# Other results follow:
SMILES,GC-A act,SMARCA2 activ,rCAG RNA binder,ASAP1 GAP inh,Rev-erbA mod,PG9 Ab binder,ARFGAP1 inh,HTRA1 inhibitor,mABHD4 FP,NPR2 activator
C[C@@H]1CN([C@H](C)CO)C(=O)c2cc(NC(=O)NC3CCCCC3)ccc2O[C@H]1CN(C)S(C)(=O)=O,3,2,-6,-3,-5,0.9,-2,1,4,0
Cc1c(N2C(=O)C(=O)/C(=C(/O)c3ccc(Cl)cc3)C2c2ccccc2)c(=O)n(-c2ccccc2)n1C (configuration not stated),7,-1,14,-6,-1,8.1,6,3,-2,7
COc1cccc(/C=C/c2nc(C#N)c(NCC(C)C)o2)c1,5,-1,2,29*,-4,1.4,1,-26,-9,-8
CCc1ccc(/C=C2\SC(=S)N(CCC(=O)NC3=NCCS3)C2=O)cc1,0,-9,0,-6,-4,-0.2,12,nt,2,-6
COC(=O)/C(=C/c1ccc(OC)cc1)NC(=O)c1ccco1,0,-2,-1,10,2,-1.0,3,5,4,3
Fc1cccc(Cl)c1CSc1nnc(CN2CCOCC2)n1-c1ccccc1,0,-2,-5,-8,-3,1.7,-2,-6,0,-5
Cc1nn(CC(=O)OCC(=O)NCCc2ccc(S(N)(=O)=O)cc2)c(C)c1[N+](=O)[O-],0,-3,0,-5,3,-1.9,-9,4,-1,-1
CCN(CC(=O)Nc1c(F)cccc1F)C(=O)CSCc1c(C)noc1C,-1,-2,-2,-18,5,-0.2,4,6,0,-6
COc1ccc(CNC(=O)c2cnc(C)cn2)cc1,7,-2,7,12,6,0.1,4,2,5,3
CCCOC(=O)c1ccc(NC(=O)C2C3CCC(C3)C2C(=O)O)cc1 (configuration not stated),-1,1,0,-12,-9,-0.4,-13,2,-6,3
O=C1CSC(c2cccnc2)N1Cc1cccnc1 (configuration not stated),2,3,0,11,-1,-2.6,9,1,3,2
CCC(=O)Nc1nc2ccc([N+](=O)[O-])cc2s1,12,-2,1,13,-2,-1.6,3,6,4,1
CNc1nc(N/N=C/c2cc([N+](=O)[O-])ccc2F)nc(Nc2ccccc2)n1,-2,-3,7,1,-5,0.4,12,-9,4,1
CCOC(=O)c1nc(Nc2ccccc2CC)c2ccccc2n1,0,0,-6,4,-4,2.9,2,-2,-6,1
Cc1nc2ccccc2n1/N=C/c1ccc([N+](=O)[O-])s1,3,-1,-1,-3,-4,-4.0,-8,1,6,4
CCC(CC)NC(=O)CSc1nnc(-c2c[nH]c3ccccc23)o1,-6,-3,-1,12,-2,-0.8,1,-6,-12,1
CCC1S/C(=N/S(=O)(=O)c2ccc(N)cc2)NC1=O (configuration not stated),-5,4,2,6,-5,-0.7,15,2,-1,-2
NC(=S)NN=C1CCCCC12CCCC2,4,2,1,-4,2,-2.6,-1,9,3,3
Cc1ccc(NC(=O)CN(C)C(=O)Cn2ncc(Cl)c(Cl)c2=O)cc1,31,-12,9,7,-8,-1.1,1,-7,8,1
Cc1cc(C)c(NS(=O)(=O)c2ccc3c(c2)NC(=O)CCS3)c(C)c1,-2,-1,0,1,8,0.9,1,-5,6,-2
COc1ccc(C(CNC(=O)c2ccc(-c3ccccc3)cc2)N(C)C)cc1OC (configuration not stated),-5,-1,2,-5,2,-0.1,-6,-5,5,-2
CN1CCN(c2ccc(NC(=O)c3ccc4ccccc4c3)cc2)CC1,-2,0,-6,-7,-2,-3.1,1,7,9,3
Cc1c(C)n2c(SCC(=O)NC3CCCC3)nnc2[nH]c1=O,2,-2,1,4,0,-0.4,-5,5,6,2
COc1cccc(CNc2ccc(S(=O)(=O)Nc3nccs3)cc2)c1O,-3,3,19,8,0,-2.4,-1,0,8,2
COc1ccc(NC(=O)CCCn2c(=O)c3sccc3n(Cc3ccc(C)cc3C)c2=O)cc1,3,-3,-2,9,0,1.7,3,-23,1,-2
Cc1ccc(OCC(=O)Nc2ccccc2N2CCOCC2)c(C)c1,-1,1,3,0,2,-0.9,-3,-13,-5,-10
C/C(=N/NC(=O)Cc1ccccc1)c1ccc(C)s1,3,3,-1,-14,-3,-1.6,16,1,-3,2
CCc1ccccc1NS(=O)(=O)c1ccc2c(c1)C(C)(C)C(=O)N2C,-1,2,2,10,10,-0.1,3,-7,-4,-3
CCC(=O)Nc1ccc(S(=O)(=O)Nc2cccnc2)cc1,-2,-2,4,-4,-1,1.7,16,9,2,-2
CCn1ccnc1CN(C)C(=O)CCc1nnc(CCC2CCCCC2)o1,1,1,-11,6,1,-3.9,-9,1,2,3
O=C(CNC(=O)c1ccccc1F)NCCCN1CCCC1=O,0,-1,0,0,-6,0.5,-9,0,3,-7
COc1ccc(C2=Cc3ccccc3C(CC(=O)C3CC3)N2c2ccc(C#CCCO)cc2)cc1 (configuration not stated),-11,-6,9,4,7,-1.0,-1,nt,-11,-4
COc1ccc(CCN2CC(C(=O)OCC(=O)N(C)CC(=O)Nc3ccccc3Cl)CC2=O)cc1OC (configuration not stated),3,-2,-5,12,2,-0.9,5,1,4,4
Cc1ccccc1Nc1nc(N2CCOCC2)nc(N2CCOCC2)n1,-3,-2,-7,6,-7,-0.3,4,-3,3,3
CCOC(=O)C1(C)CCCCCN1C(=O)c1ccc(C(F)(F)F)nc1C (configuration not stated),-2,-1,-3,9,-8,1.3,4,nt,7,3
CS(=O)(=O)N(CC(=O)Nc1ccccc1Sc1ccccc1)c1ccc(F)cc1,-9,0,3,1,2,14*,5,-25,-20,-26
COc1ccc(C(=O)C2CCCN(C(=O)c3ccc(OC)o3)C2)c(C)c1 (configuration not stated),-1,-1,-2,-5,-6,-1.7,7,4,5,-2

# A portion from further up, for reference:
SMILES,GC-A act,SMARCA2 activ,rCAG RNA binder,ASAP1 GAP inh,Rev-erbA mod,PG9 Ab binder,ARFGAP1 inh,HTRA1 inhibitor,mABHD4 FP,NPR2 activator
Cc1nc2ccccc2n1/N=C/c1ccc([N+](=O)[O-])s1,3,-1,-1,-3,-4,-4.0,-8,1,6,4
CCC(CC)NC(=O)CSc1nnc(-c2c[nH]c3ccccc23)o1,-6,-3,-1,12,-2,-0.8,1,-6,-12,1
CCC1S/C(=N/S(=O)(=O)c2ccc(N)cc2)NC1=O (configuration not stated),-5,4,2,6,-5,-0.7,15,2,-1,-2
NC(=S)NN=C1CCCCC12CCCC2,4,2,1,-4,2,-2.6,-1,9,3,3
